mcGAS MS inh: mouse cGAS inhibition by mass spec | AID 1259397 | inhibition, % at 12.5 µM | recombinant mouse cGAS, cGAMP by RapidFire MS | 130,000 tested, 0.18% active | Q8C6L5;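 active = inhibition of cGAS enzyme activity at or above 60%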;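 also: enzyme stimulated by 45 bp dsDNA with ATP and GTP substrates; cGAMP share of summed cGAMP plus half ATP and half GTP signals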
Target sequence (Q8C6L5 whole entry, looked up): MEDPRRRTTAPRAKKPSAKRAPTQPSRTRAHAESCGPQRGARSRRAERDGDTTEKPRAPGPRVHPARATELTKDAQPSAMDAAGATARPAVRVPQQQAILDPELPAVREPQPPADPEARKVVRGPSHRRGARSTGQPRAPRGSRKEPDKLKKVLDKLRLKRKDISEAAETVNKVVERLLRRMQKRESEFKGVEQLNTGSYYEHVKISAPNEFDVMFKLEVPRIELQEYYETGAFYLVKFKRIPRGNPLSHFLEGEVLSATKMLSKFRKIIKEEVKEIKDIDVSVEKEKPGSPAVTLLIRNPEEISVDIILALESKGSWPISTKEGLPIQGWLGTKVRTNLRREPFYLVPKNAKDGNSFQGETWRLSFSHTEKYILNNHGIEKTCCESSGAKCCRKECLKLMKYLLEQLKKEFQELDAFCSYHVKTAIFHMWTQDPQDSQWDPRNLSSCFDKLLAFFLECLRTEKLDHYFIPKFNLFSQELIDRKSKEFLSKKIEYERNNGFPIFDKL
* hit, by the source's call; & = joins results of further samples. An excerpt. The share of hits here may be higher or lower than overall.

canonical_smiles	mcGAS MS inh
Cc1ccc(F)cc1-n1c(Cc2ccncc2)n[nH]c1=O	23
CCOC(=O)c1cc(C#N)c(N2CCN(Cc3cc(=O)[nH]c(C4CC4)n3)CC2)nc1C(F)(F)F	-5
CC(NC(=O)CN1C(=O)NC2(CCCCC2)C1=O)c1ccc2ccccc2c1 (stereo not given)	1
CC(C)CC(=O)Nc1ccnn1C1CCN(Cc2ccc(CO)o2)CC1	-5
CCCN(Cc1cccnc1)Cc1cccn1-c1nccs1	-9
Cc1ccc(C)c(C(C)Nc2cc(C)nc3nc(C(F)(F)F)nn23)c1 (stereo not given)	8
O=S(=O)(c1cncc(F)c1)N(CCN1CCCC1)c1ccccc1	-6
Cc1ccccc1N1CCN(c2nc(-c3ccccc3)ncc2C(=O)N2CCOCC2)CC1	-2
Cc1csc(NC(=S)NCc2ccccc2)c1	3
COc1ccc(CC(=O)NCC2CCCN(Cc3cc4ccccc4o3)C2)cc1 (stereo not given)	-8&0
O=C1OC(/C=C/c2ccccc2)=NC/1=C/c1cccc(Br)c1	-5
O=C(c1ccc(S(=O)(=O)CC2CCCO2)nc1)N1CCCC1 (stereo not given)	-9
Cc1nc(SCc2nc3ccsc3c(=O)[nH]2)nc(C)c1C	-4
N#Cc1c(NC(=O)c2cc(-c3cccs3)on2)sc2c1CCC2	12
Cc1c(C(=O)NCc2ccc3c(c2)OCO3)sc(=O)n1Cc1ccc(S(=O)(=O)N(C)C)cc1	-11

Next part.
canonical_smiles	mcGAS MS inh
CCC1(C)N(O)C(C)(C)C(c2ccc(F)cc2)=[N+]1[O-] (stereo not given)	11
CN(CC1Cc2ccccc2O1)C(=O)CCc1nnc(Cc2c[nH]c3ccccc23)o1 (stereo not given)	2
CCc1cccc(C(=O)NCCCN2CC(C)OC(C)C2)c1O (stereo not given)	-15
CCC1CN(C(=O)c2ncc(F)cc2F)CCC(=O)N1Cc1ccccc1 (stereo not given)	-7
COc1c(C(C)C)oc2cc3oc(=O)ccc3cc12	0
NC(=O)CCSc1nnc(-c2sc3ccccc3c2Cl)o1	2
Nc1nc(=O)c2cccnc2s1	5
CCCCN=C1CCCc2ccccc2N1	0
Cc1cccc(-c2noc(N3CCOCC3)c2CNCC2CCCO2)c1 (stereo not given)	-4
CCN(CC(C)C(=O)OC)c1ncnc2ccc(Br)cc12 (stereo not given)	-9
Cc1cccc(CN2CCCC3(CCN(c4ccccn4)C3)C2=O)c1 (stereo not given)	-7
COC(=O)NC(C(=O)Nc1cnn(C(C)(C)C)c1)C(C)C (stereo not given)	-4
CCOC(=O)c1c(C)[nH]c(C(=O)C(C)OC(=O)Cn2cc(C(F)(F)F)ccc2=O)c1C (stereo not given)	-4
O=C(c1ccc2[nH]c(=O)c(=O)[nH]c2c1)N1CCCC2(CCNCC2)CC1	-32
Nc1nc(CSc2nnc(C3CC3)n2C2CC2)nc(Nc2ccc(F)cc2)n1	-1

Remaining list, next part.
canonical_smiles	mcGAS MS inh
COc1ccccc1NC(=O)Nc1ccnn1C1CCN(Cc2cccc(C)n2)CC1	3
O=C(NCCc1cccc(F)c1)C1CCC(=O)N(CCCc2ccccc2)C1 (stereo not given)	-3
C=CCNC(=O)NC(=O)CSc1nc2ccccc2c(=O)n1C1CC1	-7
CCCN1CCC(C)(C(=O)Nc2cccc3ccccc23)C1 (stereo not given)	-10
O=C(CCn1ncc(=O)c2ccccc21)NCc1cc(Cl)c2c(c1)OCCCO2	-16
CC1CN(C(=O)COCCOc2ccccc2)C1c1ccccc1 (stereo not given)	-8
COCCN(CC1CCCC1)CC1CCCN(C2Cc3ccccc3C2)C1 (stereo not given)	0
CCCNc1c([N+](=O)[O-])c(=O)oc2ccccc12	-5
CCONC(=O)c1cc(-c2ccco2)n(-c2cccc(Cl)c2)n1	-2
c1ccn2cc(-c3ccc4c(c3)OCCO4)nc2c1	-16
Cc1nc(NCCN2CCCCC2CO)cc(C(C)C)n1 (stereo not given)	-10
O=C(CC12CC3CC(CC(O)(C3)C1)C2)OCc1nnc(-c2ccccc2)o1	12
O=C(Nc1ncc(Cc2cc(Cl)ccc2Cl)s1)c1ccco1	5
O=S(=O)(c1ccc(NCc2ccccc2CN2CCCCC2)nc1)N1CCCC1	49
CCN(CC)S(=O)(=O)c1ccc(CNC(=O)Cn2ccnc2)cc1	-16

Later entries:
canonical_smiles	mcGAS MS inh
CC(C)Cn1c(=S)[nH]c2cc(Cl)ccc21	-6
CC(=O)c1ccc(N2CCN(Cn3ncn(-c4ccccc4)c3=S)CC2)c(F)c1	-11
COc1ccccc1-c1nc(C)c(-c2ccccc2)s1	3
CCC(c1cccnc1)N(C)CCn1c(=O)oc2ccccc21 (stereo not given)	-24
CC(C)Cc1cc(C(=O)NCCN2c3ccccc3CC2C)n[nH]1 (stereo not given)	7
C=C(Cl)CSCc1nc(N)nc(N)n1	-1
COC(=O)Cn1c(=NC(=O)CCc2ccccc2)sc2cc(Br)ccc21	-8
Cc1ccccc1C(C)NC(=O)CSc1nc2ccsc2c(=O)n1C (stereo not given)	-4
C=CCN=c1scc(-c2ccc(C)cc2)n1N=C(C)c1cccnc1	2
Cn1c(COc2ccc3ccccc3c2)nc2ccccc21	19
COCCN1CCCC(O)(CN2CCN(c3nc4ccccc4o3)CC2)C1=O (stereo not given)	-11
C=CCn1c(=NC(=O)c2ccc(Br)s2)sc2cc(S(N)(=O)=O)ccc21	-6
Cc1csc2c(SCC(=O)N3CCCC(O)C3)ncnc12 (stereo not given)	-7
Cc1nc2sccn2c1C(=O)N(Cc1ccccn1)CC1CCCO1 (stereo not given)	-5
CC1CC(=O)c2cnn(-c3nc4ccccc4s3)c2C1 (stereo not given)	-5

An excerpt from above in order of count of non-hydrogen atoms, low to high:
canonical_smiles	mcGAS MS inh
C=C(Cl)CSCc1nc(N)nc(N)n1	-1
CC1CC(=O)c2cnn(-c3nc4ccccc4s3)c2C1 (stereo not given)	-5
C=CCn1c(=NC(=O)c2ccc(Br)s2)sc2cc(S(N)(=O)=O)ccc21	-6
COC(=O)Cn1c(=NC(=O)CCc2ccccc2)sc2cc(Br)ccc21	-8
COCCN1CCCC(O)(CN2CCN(c3nc4ccccc4o3)CC2)C1=O (stereo not given)	-11

Next section:
canonical_smiles	mcGAS MS inh
CC(C)C(CC#N)OC(=O)CCS(=O)(=O)c1ccc2c(c1)OCCCO2 (stereo not given)	-4
c1ccc(-n2nnnc2SCCc2nn[nH]n2)cc1	6
Cc1ccc(Cl)cc1N1CCN(Cc2nc(-c3ccccn3)no2)CC1	-6
CC(C)C(NS(=O)(=O)c1cccs1)C(=O)NNC(=O)c1ccc(Cl)cc1 (stereo not given)	-7
CCc1nnc2n1CCN(C(=O)C(OCC1CCCO1)C(C)C)C2 (stereo not given)	-12
C[C@H](N)[C@H](O)c1cccc(O)c1	-5
CC(=O)Nc1nc(C23CC4CC(CC(C4)C2)C3)c(C)s1	32
Cc1sc2ncnc(N(C)C3CCCCC3)c2c1S(=O)(=O)N1CCC(C)CC1	9
Cc1n(O)c2c(NO)ccc(N=O)c2[n+]1[O-]	-3
Cn1c(=NNC(=O)c2ccccc2Br)sc2ccccc21	-31
CN(CC(=O)Nc1ccccc1C(F)(F)F)C(=O)C1CC1	4
O=C(CCC1CCCN(C(=O)c2cccc(N3CCCC3=O)c2)C1)NCc1ccccc1F (stereo not given)	-7&-4
CC1CN(CCNC(=O)c2ccc3nc[nH]c3c2)CC(C)O1 (stereo not given)	9
CN(Cc1cc2n(n1)CCCNC2)Cc1cc(-c2ccncc2)no1	-20
Fc1ccc(OCCCN2CCN(Cc3cc4n(n3)CCNC4)CC2)cc1	-3

Going on with the list.
canonical_smiles	mcGAS MS inh
O=C(NCc1ccccn1)c1cccc(OC2CCN(Cc3ccsc3)CC2)c1	1
Cc1csc(CNC(=O)c2cc(Cl)c(Cl)n2C)n1	-7
Cc1cc2c(cc1NC(=O)COCC(=O)O)OCO2	-13
CC(C)(C)NC[C@H](O)COc1ccccc1C1CCCC1	-6
CN(Cc1cccnc1)C(=O)c1cc(COc2ccc(F)cc2F)[nH]n1	-7
C=C1OC2(O)c3ccccc3C(O)(O)C23C1=C(O)C(=O)N3CCCCCC (stereo not given)	-23
CCOC(=O)c1nn(-c2ccc(C)cc2)c(=O)cc1OCC(=O)N1CCN(c2ccccc2)CC1	-8
CCOc1cccc(CNC(=O)NC2CCN(C(=O)C(CC)CC)CC2)c1	-3
CC[C@H](/C=C/C(C)C1CCC2C3CCC4=CC(=O)CC[C@]4(C)C3CC[C@]12C)C(C)C (stereo not given in full)	-10
Cn1c2c(c(=O)n(C)c1=O)C(O)(c1ccc(Br)cc1)N=C1SC=CN1C2 (stereo not given)	-9
CC(C(=O)N1CCOCC1)N(C)Cc1csc(Br)c1 (stereo not given)	-13
CC(C)c1cc(CN(C)C(=O)CC2NC(=O)c3ccccc32)on1 (stereo not given)	-20
CCC1CN(C(=O)Cc2nc3nc(C)cc(C)n3n2)CCN1 (stereo not given)	-15
CC(C(=O)Nc1ccc2c(c1)OCO2)n1cc(S(=O)(=O)N2CCCC2)ccc1=O (stereo not given)	-16
CC(O)CNS(=O)(=O)c1ccc(C(F)(F)F)cc1 (stereo not given)	-2

More results follow.
canonical_smiles	mcGAS MS inh
O=C(c1ccc2c(c1)OCO2)C1CCCN(Cc2cccn2-c2ccccn2)C1 (stereo not given)	-5
COc1ccc2nc(NC(C)=O)sc2c1	51
CC(C)c1ccc(CNC(=O)CCCCNS(=O)(=O)c2ccccc2)cc1	2
CCn1ccnc1CN(C)C1CCCN(CCCc2ccccc2)C1 (stereo not given)	-9
CC(Cc1ccc2c(c1)OCO2)c1nccn1CCc1n[nH]c(=O)[nH]1 (stereo not given)	-7
C#Cc1cccc(NCC(=O)N2CCOC(C)C2)c1 (stereo not given)	-1
COc1ccc(S(=O)(=O)N2CCN(C(=O)CCl)CC2)cc1	-10
O=C(NCCOc1ccc(Cl)cc1)N1CCN(S(=O)(=O)c2ccccc2)CC1	9
COCCN=c1c([N+](=O)[O-])nn(-c2ccccc2)n1O	-2
COc1cc(CNc2nn[nH]n2)ccc1OCc1ccc(Cl)c(Cl)c1	-2
Cc1ccccc1C(=O)NNC(=O)COc1cc(C)c(Cl)c(C)c1	-11
CCOCC(=O)N1CCc2c(nc(N(C)C)nc2N(C)C)C1	-15
O=C1CC(c2ccc(O)cc2)Oc2cc(O)cc(O)c21 (stereo not given)	4
CC(C)CCn1c(CN2CCN3C(=O)CNC(=O)C3C2)nc2ccccc21 (stereo not given)	-21
O=C(CC1CCOC1)OC1CCc2ccc(F)cc21 (stereo not given)	-5

Some of the entries above in a different format:
CCn1ccnc1CN(C)C1CCCN(CCCc2ccccc2)C1 (stereo not given)
- mcGAS MS inh: -9
O=C(c1ccc2c(c1)OCO2)C1CCCN(Cc2cccn2-c2ccccn2)C1 (stereo not given)
- mcGAS MS inh: -5
CC(C)CCn1c(CN2CCN3C(=O)CNC(=O)C3C2)nc2ccccc21 (stereo not given)
- mcGAS MS inh: -21
COCCN=c1c([N+](=O)[O-])nn(-c2ccccc2)n1O
- mcGAS MS inh: -2

Going on with the list:
canonical_smiles	mcGAS MS inh
c1ccc(Nc2c(-c3c[nH]c4ccccc34)nc3cnccn23)cc1	8
Cc1ccc(O)c(C(=O)C2=CSc3nnc(-c4ccc(Cl)cc4)n3N=C2)c1	-8
Cc1sc2ncnc(N(C)CCC#N)c2c1C	23
Cc1nn2c(N)csc2nc1=O	0
CC(c1cncs1)N(C)C(=O)c1cc(COc2cccc(F)c2)[nH]n1 (stereo not given)	-18
COc1ccc(-c2nn(-c3ccccc3F)cc2CN2CCCC2)cc1	-6
COc1cccc2c1OCCCN(C(=O)Cc1c(C)nc(C)[nH]c1=O)C2	-17
CC(c1ccc(C(=O)NCCSc2ncn[nH]2)o1)N1CCCCC1 (stereo not given)	-17
c1ccc(-c2noc(N3CCc4ccccc4C3)c2CNCC2CC2)cc1	-17
CCCc1cc(C(=O)N2CCC3(CC2)C(=O)Nc2ccccc23)no1	-10
O=C(CC(c1ccccc1)c1ccccc1)NCCn1nc(-c2cccnc2)ccc1=O	-3
CC(C)c1nc(CNC(=O)CCc2nnc(C3CCCCC3)o2)cs1	8
CC(/C=N\NC(=O)Cc1ccccc1)Cc1ccc(C(C)(C)C)cc1 (stereo not given)	-7
NCC1CCN(Cc2ccnc3ccccc23)C1 (stereo not given)	29
CCCn1ncc(CN2CCCC(CO)(Cc3ccccc3)C2)c1C (stereo not given)	-3

Continued.
canonical_smiles	mcGAS MS inh
CC(Sc1nc2ccccc2c(=O)n1-c1ccc(Cl)cc1)C(N)=O (stereo not given)	-6
Cc1ccc(-n2nnc3c(=O)n(Cc4ccc(C(F)(F)F)cc4)cnc32)cc1	6
c1ccc2c(c1)NCCCS2	-4
COc1cc(C(=O)O)cc(CN2C(=O)c3ccccc3C2=O)c1OC	-2
O=C(NCc1cccc(F)c1)C(C1CCCC1)N1CCN(C(=O)COCc2ccccc2)CC1 (stereo not given)	-2
COc1ccc(NS(=O)(=O)c2ccc(Cl)s2)c(OC)c1	-5
CC(=O)NCc1ccc(C(=O)Nc2ccc(C)c(F)c2)cc1	-7
Clc1ccc(C2CN(c3nc4ccccc4o3)CCO2)cc1 (stereo not given)	-1
Cc1ccc(/C=N\NC(=O)c2ccccc2Oc2ccccc2)o1	-8
COC(=O)c1ccc(C(=O)N2CCCC(Nc3ccc(C(C)C)cc3)C2)nc1 (stereo not given)	3
Cc1noc(C)c1S(=O)(=O)N1CCCC(CCc2ccc(F)c(F)c2)C1 (stereo not given)	-6
O=C(Cc1cn2ccsc2n1)NC(c1ccc2c(c1)OCCO2)C1CC1 (stereo not given)	5
